Screens deposited in PubChem by National Center for Advancing Translational Sciences (NCATS).
GAA glycogen = inhibitors or activators of human alpha-glucosidase glycogen cleavage; actives 0.38% (n = 300,000); recombinant GAA, glycogen substrate, Amplex Red glucose oxidase fluorescence; AID 2100; Potency, µM (series often up to 76.4 µM), without a hit: at the top dose activity change, negative = inhibition, most hits filed as inhibitors;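 also: 0% = full enzyme reaction and -100% = no-enzyme basal signal; the screen sought inhibitors and activators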
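Recombinant human enzyme (4 nM); glycogen substrate; 37 C, 40 min, pH 5.0. Readout: coupled glucose oxidase/Amplex Red fluorescence.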
JMJD2E inh = JMJD2E (human) inhibition. JMJD2E catalytic domain, FDH-coupled NADH fluorescence (FDH is formaldehyde dehydrogenase). Potency, µM (titrated, usually from 57.1 µM), without a hit: at the highest dose activity change, negative = inhibition, usual class: inhibitors. actives 1.6% (n = 230,000). AID 2147; active = well fitted inhibition curve with a large enough effect, not every such curve was filed as active; inconclusive = small, poorly fitted or top-dose-only effect, or another doubt; inactive = no such curve, though single readings can be large or run the other way;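 also: 0% = wells with enzyme and -100% = buffer wells without enzyme; nearly all actives have a fitted effect of over 50% in size; many of its hits are not listed in these tables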
Target sequence (B2RXH2 1-337 limits assumed): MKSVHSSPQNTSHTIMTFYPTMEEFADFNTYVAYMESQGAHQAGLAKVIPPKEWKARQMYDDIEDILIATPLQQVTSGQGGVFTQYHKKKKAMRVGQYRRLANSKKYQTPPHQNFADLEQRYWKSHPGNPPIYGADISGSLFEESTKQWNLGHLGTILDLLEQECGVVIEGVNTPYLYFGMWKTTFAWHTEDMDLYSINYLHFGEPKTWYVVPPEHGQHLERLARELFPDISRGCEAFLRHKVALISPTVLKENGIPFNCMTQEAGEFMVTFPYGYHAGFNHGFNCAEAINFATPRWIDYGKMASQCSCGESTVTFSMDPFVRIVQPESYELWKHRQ
GAA inhib = alpha-glucosidase (human) inhibition. P10253. purified human GAA, 4-MU-alpha-glucoside fluorescence. AID 1466. Potency, µM (doses to about 76.9 µM), for the others: at the top dose activity change, negative = inhibition, most hits filed as inhibitors. actives 0.005% (n = 200,000);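 also: plate controls were uninhibited enzyme wells for no effect and no-enzyme background for full effect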
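Human enzyme at 4 nM with 400 uM 4-methylumbelliferyl-alpha-D-pyranoside, citrate/phosphate buffer pH 5.0, 0.005% Tween-20, 20 min at room temperature. Compounds up to 77 uM. 4-MU fluorescence (Ex 365/Em 440) read after NaOH/glycine stop; AC50 from Hill fit.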
SMN2 splice up = SMN2 splice variant enhancement; HEK293 SMN2-luciferase splicing reporter, luminescence, 30-36 h; Potency, µM (doses to about 46.1 µM), inactives show top-dose activity change, positive = activation, most hits filed as activators; actives 2.8% (n = 210,000); AID 1458; also: % of control where 0% means no effect; nearly all actives have a fitted effect of over 55% in size
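HEK293 cells carry an SMN2 […]–luciferase reporter in which exon 7 inclusion puts luciferase in frame. Cells were plated 10-12 h before compound addition, then incubated 30-36 h at 37C. ONE-Glo luminescence was read; sodium butyrate at 4.5 mM final served as control.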
RGS12 GoLoco inh = blocks human Gai1 binding to RGS12 GoLoco peptide, red readout. P63096. Gai1:RGS12 GoLoco peptide FP, rhodamine, 10 min. Potency, µM (doses to about 61.6 µM), for inactives: at the top dose activity, negative = inhibition, hits mostly inhibitors. actives 0.44% (n = 230,000); active = well fitted inhibition curve with a large enough effect, not every such curve was filed as active; inactive = no such curve, though single readings can be large or run the other way; also: % is scaled to controls: 0 for no effect and ±100 for the full control effect; nearly all actives have a fitted effect of over 30% in size; many of its hits are not listed in these tables
Target sequence (P63096 whole entry, looked up): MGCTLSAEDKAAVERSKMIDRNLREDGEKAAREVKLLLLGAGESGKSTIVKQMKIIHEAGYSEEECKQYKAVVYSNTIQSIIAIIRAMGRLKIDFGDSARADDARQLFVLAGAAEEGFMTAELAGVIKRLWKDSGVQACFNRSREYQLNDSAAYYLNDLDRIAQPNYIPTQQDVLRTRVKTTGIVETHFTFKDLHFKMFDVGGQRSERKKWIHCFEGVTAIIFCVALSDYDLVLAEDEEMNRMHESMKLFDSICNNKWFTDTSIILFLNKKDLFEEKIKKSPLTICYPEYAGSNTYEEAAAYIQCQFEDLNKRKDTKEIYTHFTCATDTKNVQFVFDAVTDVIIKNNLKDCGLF
ALDH1A1 inh = inhibitors of human aldehyde dehydrogenase 1A1; Purified ALDH1A1, NADH fluorescence, propionaldehyde substrate; Potency, µM (series often up to 75.3 µM), inactives show at the top dose activity, negative = inhibition, usual class: inhibitors; actives 7.3% (n = 220,000); active = well fitted inhibition curve with a large enough effect, not every such curve was filed as active; inconclusive = small, poorly fitted or top-dose-only effect, or another doubt; inactive = no such curve, though single readings can be large or run the other way;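 also: plate controls were no enzyme wells and a reference inhibitor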
aGlu spleen mod = lysosomal alpha-glucosidase (human) modulation; P10253; human spleen homogenate, 4-MU-alpha-glucoside fluorescence; Potency, µM (series often up to 79.9 µM), for the others: at the top dose activity change, negative = inhibition, usual class: inhibitors; actives 0.006% (n = 240,000); AID 2112;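 also: 0% = enzyme with vehicle and -100% = no enzyme basal signal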
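Human spleen homogenate (1 ug) incubated with compounds and 1 mM 4-methylumbelliferyl-alpha-D-glucopyranoside in pH 5.0 citrate/phosphate buffer, 37 C, 40 min. Stopped at pH 10; 4-MU fluorescence (Ex 365/Em 440 nm); AC50 by Hill fit.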
aGal spleen mod = inhibits or activates alpha-galactosidase in human spleen homogenate; human spleen homogenate, 4MU-alpha-Gal fluorescence, 40 min; Potency, µM (doses to about 80 µM), without a hit: at the top dose activity change, negative = inhibition, usual class: inhibitors; actives 0.008% (n = 240,000); AID 2107;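 also: 0% = enzyme with vehicle and -100% = no enzyme basal signal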
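Human spleen homogenate (1 ug) as enzyme source, 4-methylumbelliferyl-alpha-D-galactopyranoside 1 mM final, citrate/phosphate pH 5.0 with 0.01% Tween-20. Compounds 40 min at 37C, NaOH/glycine stop; fluorescence Ex 365/Em 440, Hill-fit AC50.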
Numbers without * were called inactive; ? = inconclusive; . = not tested or not shown; & = joins results of further samples; [ ] = remark or other dose. Unless noted, calls follow the shape of the dose curve; as a rule, active = well fitted curve in the direction sought with a large enough effect; inconclusive = small, poorly fitted or top-dose-only effect, or another doubt; inactive = no such curve, though single readings can be large; an effect the other way counts as inactive or inconclusive. Potency is read from the fitted curve at half-maximal effect. These rows are one share of the data; rates above refer to the full screens.

item	SMILES	GAA glycogen	JMJD2E inh	GAA inhib	SMN2 splice up	RGS12 GoLoco inh	ALDH1A1 inh	aGlu spleen mod	aGal spleen mod
1	CCOc1ccc(C2C(C(=O)c3cccs3)=C(O)C(=O)N2CCCn2ccnc2)cc1 (stereo not given)	-1%	-3%	5%	-3%	-5%	6%	-7%	-3%
2	COc1ccccc1CNc1nc(-c2c(C)noc2C)nc2ccccc12	.	.	.	.	0%	2%	-1%	14%
3	NC(=S)N/N=C\c1c2ccccc2cc2ccccc12	-15%	-4%	?	.	.	-15%	-15%	-19%
4	Cc1ccc(CNC(=O)CCS(=O)(=O)c2ccc(Br)s2)o1	-6%	-5%	2%	3%	-14%	22µM*	-5%	-1%
5	Cc1ccc(Nc2nc(C)cc(C)n2)c(Br)c1	-6%	-1%	0%	4%	3%	-5%	3%	-1%
6	Cc1ccc(-n2c3c(cc(C(=O)NCc4ccco4)c2=O)C(=O)CCC3)cc1	-5%	-28%	9%	.	-1%	7%	-13%	0%
7	O=C(Cc1cccs1)N/N=C/c1ccco1	-7%	-7%	-6%	1%	3%	-3%	-11%	-3%
8	CC(C)c1nc2c([nH]1)c(=O)n(C)c(=O)n2C	2%	-5%	7%	.	1%	5%	3%	-4%
9	C1=CCC(CN2CCNCC2)CC1 (stereo not given)	9%	5%	6%	.	-3%	10%	0%	0%
10	CCC(=O)c1ccc(N2CCC(C)CC2)c(F)c1	16%	6%	?	.	14%	5%	2%	-1%
11	O=C(NCCCO)C(=O)c1c(-c2ccccc2)cc2ccccn12	-5%	12%	-6%	7%	1%	-15%	-2%	-3%
12	O=c1cc(CN2CCN(c3cccc(Cl)c3)CC2)c2cc3c(cc2o1)CCCC3	9%	11%	-2%	-15%	-4%	-7%	-10%	14%
13	CCOC(=O)C1CCN(c2ccc(C(=O)O)cc2[N+](=O)[O-])CC1	14%	-3%	-1%	-2%	9%	2%	-7%	1%
14	COc1ccc2cc(C(C)=O)c(=O)oc2c1	3%	3%	?	5%	-3%	?	-8%	-2%
15	O=C(Nc1ccc2oc(-c3ccccc3Cl)nc2c1)c1cncc(Br)c1	0%	1%	5%	.	.	?	-5%	2%
16	Cc1nn(-c2ccccc2)nc1C(=O)NNC(=O)c1ccc(C(F)(F)F)cc1	1%	-8%	.	.	1%	.	-3%	0%
17	COc1cc(OC)c2c(-c3ccccc3)cc(=O)oc2c1C(CC(=O)N1CCN(c2ccccc2)CC1)c1ccc(N(C)C)cc1 (stereo not given)	5%	-7%	.	.	-8%	.	3%&-24%	7%&6%
18	Cc1ccc(-n2c(SCC(=O)NCCN3C(=O)CSC3=O)nnc2-c2ccccc2F)cc1	15%	-2%	-3%	.	.	6%	-1%	-2%
19	COC(=O)c1cc2oc3ccccc3c2n1CC(=O)N1CCCc2ccccc21	2%	?	-2%	2%	-3%	4%	-11%	-10%
20	CCc1cc(C(=O)COc2ccc(F)cc2)c(O)cc1O	-1%	-1%	0%	.	6%	3%	1%	-2%
21	O=C(NC(=S)Nc1ccc(Oc2ccc(Cl)cc2)cc1)c1ccccc1	-7%	-1%	2%	-51%[inhibitor]	6%	8.9µM*	-8%	-6%
22	COc1ccc(C2=NN(C(=O)CN3CCCC3)C(c3ccc(OC)cc3)C2)cc1 (stereo not given)	-1%	?	.	.	2%	.	0%	8%
23	COc1ccc(-c2nc(CCNC(=O)c3ccc(Br)o3)cs2)cc1	?	?	-17%	-57%[inhibitor]	-3%	?	-8%	-5%
24	O=Cc1c(N2CCC3(CC2)OCCO3)nc2ccccn2c1=O	1%	-3%	.	.	2%	.	-2%	-1%
25	COc1cc(/C=N/NC(=O)c2ccccc2)ccc1O	?	?	1%	9%	5%	-9%	5%	-2%
26	CN(C)c1ccc(C(c2ccc(N(C)C)cc2)c2ccc([N+](=O)[O-])cc2)cc1	-1%	-6%	-6%	-18%[9.22 µM]	-6%[14.2 µM]	2%[13.5 µM]	-9%	-8%
27	CC(=O)c1cccc(NC(=O)c2ccc(OC3CSC3)cc2)c1	-1%	-3%	6%	-42%[inhibitor]	2%	-5%	1%	-8%
28	CC(=O)N=c1c(C#N)cc2c(=O)n3cccc(C)c3nc2n1CCCOC(C)C	-9%	?	.	.	26%	.	?	?
29	Cc1ccc(Oc2ccccc2/C=C/C(=O)O)cc1	-3%	-2%	2%	5%	4%	9%	-2%	2%
30	Cc1ccc(-c2nc(C3CCN(S(=O)(=O)c4ccc(C(C)(C)C)cc4)CC3)no2)cc1	8%	-3%	-14%	-5%	7%	6%	2%	-10%
31	CCN(CC)CCn1c(=S)[nH]c2cc(Cl)ccc2c1=O	-8%	-2%	-1%	6%	4%	-5%	1%	11%
32	N#C/C(=C\c1cccnc1)c1nc2ccccc2[nH]1	-5%	?	-7%[15.4 µM]	.	54%[activator]	?	-2%	-3%
33	O=C(O)/C=C\C(=O)Nc1cc(O)ccc1[N+](=O)[O-]	-21%	0%	.	.	-6%	.	-1%	-9%
34	CCOC(=O)CSc1nc2cc(C(=O)N3CCC(C(N)=O)CC3)ccc2c(=O)n1C1CCCCC1	3%	-8%	-8%	-32%[inhibitor]	0%	?	-6%	9%
35	COc1ccc(CC2NCCC3(O)CCCCC23)cc1 (stereo not given)	5%	0%	0%	-3%	0%	16µM*	-6%	-6%
36	Cc1ccc(NC(=O)COc2ccc(-n3ccnc3)cc2)cc1Cl	-3%	2%	2%	-6%	5%	-7%	5%	3%
37	O=c1[nH]c(-[n+]2ccccc2)c(/C=N/NC([S-])=Nc2ccccc2)s1	-14%	-29%	-6%	.	9%	20µM*	4%	9%
38	CCOc1ccc(N=C(C)C2=C(O)c3ccccc3C2=O)cc1	-3%	-23%	.	.	6%	.	-4%	4%
39	O=C(Nc1nc(-c2cc(Cl)sc2Cl)cs1)c1ccc(Br)s1	6%	14%	0%	-71%[inhibitor]	12%	10%	6%	3%
40	OC(COCCC12CC3CC(CC(C3)C1)C2)CN1CCCC1 (stereo not given)	-2%	-2%	-4%	-3%	-4%	-3%	-6%	-4%
41	CCOc1ccc(Br)cc1S(=O)(=O)Nc1ccccc1N1CCOCC1	-1%	2%	-27%	-7%	1%	?	-7%	1%
42	Cc1ccc(C(=O)c2oc3ccccc3c2NC(=O)c2cc(-c3cc(C)ccc3O)n[nH]2)cc1	3%	5%	.	.	5%	.	3%	13%
43	COC(=O)c1c(NC(=O)C2CC=CCC2C(=O)O)sc(C(N)=O)c1C (stereo not given)	12%	0%	-14%	0%	21%	?	-1%	-7%
44	Cc1nn(C(C)CC(=O)O)c(C)c1C (stereo not given)	4%	-5%	1%	7%	3%	?	8%	11%
45	COc1cc(/C=N/NC(=O)c2cc(-c3ccccc3OC(C)C)nc3ccccc23)ccc1O	-7%	-7%	2%	?	-2%	-10%	-2%	-2%
46	Cn1c(NC(=O)CCc2ccccc2)cc(=O)n(C)c1=O	.	2%	-10%	?	-13%	?	-1%	2%
47	C=CCNc1nnc(Cl)c2ccccc12	9%	?	3%	-32%[inhibitor]	4%	?	-1%	5%
48	CCOc1ncccc1C(=O)OCC(=O)Nc1c(C)cccc1C	-2%	6%	-5%	-3%	4%	1%	0%	-2%
49	CCn1nc(C)c(NC(=O)/C=C/c2cnn(C)c2C)c1C	6%	-2%	-4%	18%	7%	7%	-6%	1%

Filtered by structure: the entries above containing a Cl atom.
item	SMILES	GAA glycogen	JMJD2E inh	GAA inhib	SMN2 splice up	RGS12 GoLoco inh	ALDH1A1 inh	aGlu spleen mod	aGal spleen mod
12	O=c1cc(CN2CCN(c3cccc(Cl)c3)CC2)c2cc3c(cc2o1)CCCC3	9%	11%	-2%	-15%	-4%	-7%	-10%	14%
15	O=C(Nc1ccc2oc(-c3ccccc3Cl)nc2c1)c1cncc(Br)c1	0%	1%	5%	.	.	?	-5%	2%
21	O=C(NC(=S)Nc1ccc(Oc2ccc(Cl)cc2)cc1)c1ccccc1	-7%	-1%	2%	-51%[inhibitor]	6%	8.9µM*	-8%	-6%
31	CCN(CC)CCn1c(=S)[nH]c2cc(Cl)ccc2c1=O	-8%	-2%	-1%	6%	4%	-5%	1%	11%
36	Cc1ccc(NC(=O)COc2ccc(-n3ccnc3)cc2)cc1Cl	-3%	2%	2%	-6%	5%	-7%	5%	3%
39	O=C(Nc1nc(-c2cc(Cl)sc2Cl)cs1)c1ccc(Br)s1	6%	14%	0%	-71%[inhibitor]	12%	10%	6%	3%
47	C=CCNc1nnc(Cl)c2ccccc12	9%	?	3%	-32%[inhibitor]	4%	?	-1%	5%
